UHRF1 MBD2 ctr = human UHRF1 methylated DNA binding inhibitors | Q96T88 | UHRF1 binding to methylated oligo, TR-FRET | inhibition, % at 4.4 µM | hit rate 0.75% among 370,000 | AID 687016; in the data active means inhibition above about 21%;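 further: UHRF1 SRA domain binding a hemimethylated CpG hairpin DNA probe; 0% = median of test compound wells and 100% = reference inhibitor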
TCR CD3 inh = inhibitors of human TCR-CD3 interaction; inhibition, % at 9.4 µM; hit rate 0.37% among 360,000; TAMRA-labeled TCR probe fluorescence, biochemical; in the data active means inhibition above about 19%;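 further: recombinant mutant TCR 2C K166C tagged with TAMRA read by polarization; 0% = receptor in buffer alone and 100% = receptor with positive control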
LEDGF integ inh = blocks HIV-1 LEDGF/p75-dependent DNA integration. TR-FRET IN-LEDGF/p75 DNA integration, Eu/Cy5. inhibition, % at 3.7 µM. hit rate 0.64% among 370,000. AID 743269;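 active means inhibition above the screen-wide mean plus 3 SD, cut at about 13% in these data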;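 further: signal is the Cy5 over europium emission ratio at 671 and 618 nm; 0% = plate median of compound wells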
PRMT1 FP inh = blocks human protein arginine methyltransferase 1 | Q99873 | recombinant PRMT1, activity-based probe fluorescence polarization | inhibition, % at 2.79 µM | hit rate 1.3% among 370,000;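 active means inhibition above about 21% made by adding two undisclosed values, limit read from the data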
Tn7 DDE FP = DD(E)-Tn7 binding inhibition, primary FP screen. P02675. inhibition, % at 8.3 µM. FP displacement of FITC-Tn7 peptide from fibrin DD(E); 0% = median of compound wells per plate. hit rate 0.13% among 370,000. AID 720508;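 active means inhibition above the mean of compounds falling within the control limits plus 3 SD of them, cut at about 14% in these data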;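 further: 0% = plate median of compound wells and 100% = 10 µM Aha-Tn7 peptide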
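Assay system: human fibrin DD(E). Input: DD(E) 2 µM final. Medium: Tris buffer with calcium and detergent, pH 7.8. Compound dosing: single point at 8.3 µM. Timing: 10 min plus 3 h, room temperature. Technique: fluorescence polarization of the labelled Tn7 tracer. Read-out: percent inhibition. Replicates: singlicate testing.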
SIAE primary = human SIAE inhibition, primary screen | Q9HAT2 | SIAE FP-Rh probe binding, fluorescence polarization | inhibition, % at 9.66 µM | hit rate 0.69% among 370,000;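 active means inhibition above a cutoff: mean of compounds within the control limits plus 3 SD of those, cut at about 17% in these data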;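 further: 0% = plate median of compound wells and 100% = probe without SIAE protein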
Target sequence (Q9HAT2 whole entry, looked up): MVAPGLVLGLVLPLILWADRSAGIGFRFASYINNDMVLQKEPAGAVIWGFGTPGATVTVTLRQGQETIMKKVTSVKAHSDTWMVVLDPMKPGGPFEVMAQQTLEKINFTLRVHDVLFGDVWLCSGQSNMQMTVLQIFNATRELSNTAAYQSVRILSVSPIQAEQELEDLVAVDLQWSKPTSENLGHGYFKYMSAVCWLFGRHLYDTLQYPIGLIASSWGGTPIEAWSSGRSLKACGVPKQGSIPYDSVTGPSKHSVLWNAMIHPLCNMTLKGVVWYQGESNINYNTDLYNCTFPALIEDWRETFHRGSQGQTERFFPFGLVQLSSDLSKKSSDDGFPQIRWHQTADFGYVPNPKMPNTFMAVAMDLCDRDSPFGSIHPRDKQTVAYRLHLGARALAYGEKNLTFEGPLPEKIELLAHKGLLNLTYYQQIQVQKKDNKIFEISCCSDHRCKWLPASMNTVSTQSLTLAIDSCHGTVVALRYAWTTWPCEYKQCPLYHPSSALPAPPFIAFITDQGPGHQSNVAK
MBD2 inh = blocks human MBD2 binding to methylated DNA | Q9UBB5 | TR-FRET, MBD2 binding to methylated oligonucleotide | hit rate 0.31% among 370,000 | inhibition, % at 4.4 µM; in the data active means inhibition above about 13%
Target sequence (Q9UBB5 whole entry, looked up): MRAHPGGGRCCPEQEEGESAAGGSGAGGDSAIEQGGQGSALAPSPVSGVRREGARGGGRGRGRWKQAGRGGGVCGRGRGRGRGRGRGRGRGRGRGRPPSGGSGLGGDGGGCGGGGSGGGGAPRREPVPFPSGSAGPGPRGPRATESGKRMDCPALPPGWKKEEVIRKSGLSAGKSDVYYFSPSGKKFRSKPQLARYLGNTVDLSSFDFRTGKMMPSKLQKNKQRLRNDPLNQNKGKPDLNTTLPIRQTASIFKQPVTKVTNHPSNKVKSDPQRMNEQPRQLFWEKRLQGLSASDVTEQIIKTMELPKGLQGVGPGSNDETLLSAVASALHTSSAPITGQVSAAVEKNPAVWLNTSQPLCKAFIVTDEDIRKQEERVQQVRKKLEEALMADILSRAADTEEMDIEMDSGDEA
TDP2 inh = blocks human TDP2 phosphodiesterase activity. inhibition, % at 12.8 µM. hit rate 0.34% among 370,000. AID 720702. recombinant TDP2, T5PNP hydrolysis, p-nitrophenol absorbance 415 nm;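 active means inhibition above the mean of all tested compounds plus 3 SD, set per campaign, cut at about 25% in these data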;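 further: 0% = DMSO with enzyme and 100% = buffer with substrate but no TDP2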
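System – recombinant human TDP2 · Quantity – TDP2 enzyme at 120 nM final · Doses – single concentration, 12.8 µM nominal, with 1% DMSO · Incubation – 2 h at 37 °C · Measured by – epi absorbance of p-nitrophenol freed from T5PNP by hydrolysis · Read-out – % inhibition relative to enzyme-containing and enzyme-free wells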
KLK7 zymogen act = activators of human kallikrein-7 zymogen. P49862. purified proKLK7, EDANS-DABCYL substrate fluorescence; 100% is mature enzyme control, 0% vehicle. activation, % at 7 µM. hit rate 0.9% among 370,000;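 active means activation above the mean of all tested compounds plus 3 SD, computed per campaign excluding outliers beyond control limits, cut at about 13% in these data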
Tn6 DDE FP = disrupts Tn6 cyclic peptide binding to fibrin D-Dimer-E complex; P02675; Fibrin DD(E) TRITC-Tn6 fluorescence polarization displacement; inhibition, % at 8.3 µM; hit rate 0.21% among 370,000; AID 720509;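 active means inhibition above a per-campaign cutoff: mean of compounds within control limits plus 3 SD, cut at about 15% in these data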;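 further: 0% = median of all compound wells on the plate and 100% = blocking peptide control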
* hit, by the source's call; nt = not tested or not shown.

SMILES	UHRF1 MBD2 ctr	TCR CD3 inh	LEDGF integ inh	PRMT1 FP inh	Tn7 DDE FP	SIAE primary	MBD2 inh	TDP2 inh	KLK7 zymogen act	Tn6 DDE FP
CC(NC(=O)c1ccc(-c2ccccc2)cc1)C(c1ccccc1)N1CCOCC1 (stereo not drawn)	0.9	0.4	-5.4	2.1	5.2	-3.5	-1.1	-3.3	-0.2	6.9
CCN1CCN(S(=O)(=O)c2ccc(C(C)(C)C)cc2)CC1	0.3	-7.2	-3.9	1.9	7.4	-4.8	3.2	9.2	-0.9	0.6
COCCNCc1cc(C)n(-c2cc(S(=O)(=O)N3CCOCC3)ccc2N2CCCC2)c1C	-2.8	-4.3	2.4	3.4	-8.1	0.3	2.7	6.2	0.6	-0.6
CN(C)CCNc1ccc(CO)c2oc3ccc(O)cc3c(=O)c12	-26.0	-7.5	2.3	-1.8	-2.6	6.7	-3.1	-8.1	0.4	1.3
Cc1nc(N2CCCCC2)sc1C(=O)c1ccc(SCCO)c([N+](=O)[O-])c1	-2.4	-0.3	-0.5	-0.5	6.0	-2.3	2.3	-14.0	0.2	-6.5
COc1ccc2nc(-c3ccco3)c(-c3ccco3)nc2c1	77.5*	31.1*	64.5*	63.1*	2.3	22.8*	20.1*	15.4	-9.0	2.5
Cc1cc(C(=O)N2CCC(Cc3ccccc3)CC2)ccc1[N+](=O)[O-]	-2.2	13.1	1.6	-1.9	-0.2	2.5	-6.3	-9.0	-0.1	-12.5
O=C(Nc1cccc(Br)c1)c1cc(S(=O)(=O)N2CCOCC2)cs1	2.0	9.1	-3.0	-8.4	-10.2	-5.8	-6.3	-9.8	0.7	0.2
CCOC(=O)c1nnc(-c2ccccc2)nc1Sc1c(Cl)cccc1Cl	-1.6	-2.9	4.3	0.7	-8.6	-4.4	1.0	-6.9	0.9	-4.5
CC(=O)c1ccc(OC2(C)CCN(Cc3ccc4ccccc4c3)C2)cc1 (stereo not drawn)	-1.1	-0.6	-1.2	1.9	4.8	2.2	-1.7	-2.1	-0.7	4.3
O=C(Cn1c(=O)oc2cc(S(=O)(=O)N3CCCCC3)ccc21)N1CCc2ccccc2C1	0.6	0.5	-1.7	0.6	6.9	-0.3	-1.6	5.3	1.1	6.1
CN(CC(=O)Nc1ccccc1Cl)C(=O)COC(=O)c1ccc(C(F)(F)F)cc1	-2.8	5.3	0.8	-1.2	-0.1	-0.3	-2.7	-0.2	0.2	3.2
CCOC(=O)C1(C)CCCCN1C(=O)c1ccco1 (stereo not drawn)	-1.1	6.1	0.6	-0.9	-0.1	2.1	-1.4	7.2	0.8	-0.3
Cc1nnc(SCC(=O)NC(=O)NCCC(C)C)s1	3.4	1.1	3.5	-0.4	-0.5	-1.4	-2.4	5.2	-0.2	-4.3
CCn1ncc(NC(=O)Nc2cccc(C(F)(F)F)c2)c1C(N)=O	1.8	1.8	-1.7	-1.5	1.3	-5.0	3.4	9.5	0.3	-7.6
O=C(NC(=S)N1CCCCCC1)c1ccccc1	-5.2	-4.2	-0.2	-1.2	2.8	-2.0	-3.0	-4.4	-1.1	1.4
O=C(COC(=O)c1ccccc1Cc1ccccc1)NC1CCS(=O)(=O)C1 (stereo not drawn)	4.4	0.8	3.5	-6.0	-4.3	10.4	-0.8	0.9	0.5	-11.5
Cc1cc(C)n2nc(C(=O)N/N=C/c3cccc(Cl)c3)nc2n1	-4.6	4.3	-0.4	-4.9	-3.5	-1.8	-3.5	7.5	0.5	2.2
Cc1nc(NC(=O)CSc2nnc(C)n2CC2CCCO2)sc1C (stereo not drawn)	-1.2	2.6	2.4	-2.6	-0.7	-0.2	1.5	-0.2	-0.2	4.6
CCN(CC)S(=O)(=O)c1ccc(N2CCOCC2)c(NC(=O)c2cc3ccccc3o2)c1	-0.6	-6.4	-2.3	-0.3	4.0	2.2	-2.8	1.4	0.2	-9.8
CC1CCCCN1Cc1nc2c(c(=O)n(C)c(=O)n2C)n1CCCc1ccccc1 (stereo not drawn)	6.3	-1.0	-0.1	-1.6	2.1	3.2	4.0	5.2	-0.2	-4.9
O=C(Nc1ccc(Cl)cc1C(=O)NCCN1CCOCC1)c1ccco1	-2.9	2.9	2.3	-4.0	-4.3	2.4	-1.1	-3.2	0.1	4.3
CCCc1ccc(S(=O)(=O)NCC2CCCN2CC)cc1 (stereo not drawn)	-0.4	1.1	-3.8	-0.6	4.8	-5.6	0.9	-7.4	-0.1	4.7
O=c1[nH]c(/C(Cl)=C/c2cccc(F)c2)nc2cc(C(F)(F)F)ccc12	3.2	2.6	-1.5	5.2	0.8	-8.2	3.0	-9.8	-0.4	-7.5
Cc1ccc(N(C(C)C(=O)N2CCCC2)S(C)(=O)=O)cc1 (stereo not drawn)	-1.1	8.1	2.7	-1.1	-4.6	-1.8	-1.3	-1.0	0.3	-5.5

Only SIAE primary and TCR CD3 inh, for some of the entries so far:
Molecule | SIAE primary | TCR CD3 inh
O=C(Cn1c(=O)oc2cc(S(=O)(=O)N3CCCCC3)ccc21)N1CCc2ccccc2C1 | -0.3 | 0.5
COc1ccc2nc(-c3ccco3)c(-c3ccco3)nc2c1 | 22.8* | 31.1*
Cc1nc(N2CCCCC2)sc1C(=O)c1ccc(SCCO)c([N+](=O)[O-])c1 | -2.3 | -0.3
CCCc1ccc(S(=O)(=O)NCC2CCCN2CC)cc1 (stereo not drawn) | -5.6 | 1.1
CCn1ncc(NC(=O)Nc2cccc(C(F)(F)F)c2)c1C(N)=O | -5.0 | 1.8

(more compounds)
SMILES	UHRF1 MBD2 ctr	TCR CD3 inh	LEDGF integ inh	PRMT1 FP inh	Tn7 DDE FP	SIAE primary	MBD2 inh	TDP2 inh	KLK7 zymogen act	Tn6 DDE FP
COc1ccc(CCn2c(-c3ccc(C(C)(C)C)cc3)n[nH]c2=S)cc1OC	0.1	-4.0	2.7	0.6	2.6	3.3	-2.6	-13.7	0.4	-2.1
CC(=O)NS(=O)(=O)c1ccc(NC(=S)Nc2ccccc2)cc1	0.7	3.5	1.6	-0.7	5.0	4.1	-0.2	1.1	0.4	-0.5
O=C(OCc1ccccc1)N1CCC2CC1c1cc(N3CCNCC3)ccc12 (stereo not drawn)	-0.3	-8.9	0.0	-3.2	-9.8	2.3	-2.6	-10.1	0.6	-4.7
O=C(NC1CCCC1)[C@@H]1CCCN1C(=O)[C@@H](NC(=O)N1CCOCC1)C1CCCCC1	1.4	-0.5	-1.7	4.2	-2.8	-5.6	1.6	0.2	0.1	3.8
Cc1cc(NC(=O)COC(=O)C2CC(=O)N(c3cccc(Cl)c3)C2)no1 (stereo not drawn)	0.6	-0.2	-1.6	0.2	2.9	4.9	-2.9	1.1	0.1	3.8
COc1ccc2c(c1)c(/C=N/Nc1ccc(C(=O)O)cc1)c(C)n2C	0.4	11.1	6.6	4.9	-5.5	-3.9	14.6*	-17.9	0.2	-6.0
COc1ccc2c(c1)c(CC(=O)Nc1ccc(C)cc1)c(C)n2C(=O)c1ccc(Cl)cc1	-0.2	5.1	-0.6	0.5	-7.0	-1.2	2.6	8.9	0.3	-2.3
CC1(C)C(C=C(Cl)Cl)C1C(=O)NC(O)C(=O)c1ccccc1 (stereo not drawn)	-0.6	1.4	4.7	-5.1	-2.8	4.6	1.9	-7.3	-0.1	14.5
CC(=O)c1cc(CC=C(C)C)c(O)cc1O	-1.0	-2.4	0.4	1.5	6.5	-3.9	-4.4	3.8	-0.9	8.1
COc1cccc(-n2c(SCC(=O)NC(C)(C)C)nnc2-c2ccoc2C)c1	-0.6	1.6	-1.2	0.6	2.5	-0.8	-2.4	1.2	0.8	-0.3
CC(=O)NN1C(=O)/C(=C\c2ccc(O)cc2)SC1=S	-13.6	-24.7	-0.8	-1.5	-11.5	-31.1	-9.1	12.6	-0.2	-12.6
CCC1(C(=O)O)NC(c2cccc(OC)c2O)C2C(=O)N(c3ccccc3)C(=O)C21 (stereo not drawn)	0.4	-9.6	-4.7	4.3	6.6	1.4	4.5	0.5	-0.3	5.5
O=C(Nc1ccccn1)c1ccc2c(c1)S(=O)(=O)c1ccccc1C2=O	4.7	-6.8	3.5	3.8	2.5	-4.6	3.2	-11.0	0.4	9.4
CC(C)CC1C(C#N)=C(N)OC2=C1C(=O)CC(c1ccccc1)C2 (stereo not drawn)	1.2	-3.7	-1.7	5.1	2.8	5.5	-6.3	-2.0	0.5	-3.8
COc1ccc(S(=O)(=O)N2CC(C)OC(C)C2)cc1C(=O)N1CCCCC1 (stereo not drawn)	0.1	1.1	-0.5	0.2	5.0	-0.7	0.2	11.0	0.1	7.2
CCOc1ccc(OCCOC(=O)C2CCN(S(=O)(=O)c3ccc(C)c(C)c3)CC2)cc1	5.0	-0.2	-3.5	3.8	8.1	-5.8	-1.2	-11.1	0.3	-0.2
COc1ccccc1NC(=O)NCCCCc1ccccc1	-0.2	4.1	-1.4	-1.5	-0.6	2.6	2.6	7.2	0.1	-1.7
Cc1ccc(Cl)cc1NC(=O)N[C@@H](C)C(=O)O	12.3	3.6	3.1	2.3	6.6	-5.5	6.2	11.4	-0.2	3.5
CCCCCCCCN1C(=O)[C@@H](CC(=O)NCc2cccc3ccccc23)C[C@@]2(C(=O)OC)C1=C[C@H](COCc1ccccc1)O[C@@H]2C	-1.5	nt	-2.8	-4.3	0.6	-3.0	-4.1	1.0	0.1	-2.0
CNC(=O)COC(=O)c1ccccc1Nc1ccccc1	4.5	-7.1	-2.8	1.4	3.3	-0.8	4.0	1.9	0.3	1.2
C[C@@H]1O[C@@H](OCCC(=O)O)[C@H](O)C[C@H]1O	0.6	-4.5	-1.8	0.1	3.0	-2.2	-5.9	0.3	-0.1	11.4
O=S(=O)(c1ccc(Oc2ccccc2)cc1)N1CCOCC1	-0.5	-6.5	2.8	-1.2	7.9	2.7	-6.2	6.5	0.6	10.3
CCc1nc2ccc(C(=O)N3CCN(c4cccc(OC)c4)CC3)cc2nc1CC	-0.2	2.4	1.2	0.1	5.9	4.9	-5.4	-0.8	-0.6	-1.5
O=C1NC2(CCCCCC2)C(=O)N1Cc1ccc(Cl)cc1Cl	0.6	-0.4	1.8	-0.5	2.3	3.3	-0.5	6.7	-0.1	-7.2
CC(C)CN1C(=O)C[C@@]2(C(=O)N(C)c3ccc(NS(=O)(=O)c4ccc(F)cc4)cc32)C1c1ccccc1 (stereo partly drawn)	3.2	nt	-0.6	-2.2	8.3	-3.2	-4.2	8.0	1.1	4.7
COCCNc1oc(/C=C/c2ccccc2)nc1C#N	0.1	-1.1	-0.2	4.1	5.6	-2.5	1.2	-0.1	106.2*	0.5
C=CCc1cccc2cc(C(=O)OCC)c(=O)oc12	0.6	-9.3	-4.8	0.0	-7.2	-0.8	1.7	-6.5	0.3	8.1

Entries above that bear a hit mark in KLK7 zymogen act.
SMILES	UHRF1 MBD2 ctr	TCR CD3 inh	LEDGF integ inh	PRMT1 FP inh	Tn7 DDE FP	SIAE primary	MBD2 inh	TDP2 inh	KLK7 zymogen act	Tn6 DDE FP
COCCNc1oc(/C=C/c2ccccc2)nc1C#N	0.1	-1.1	-0.2	4.1	5.6	-2.5	1.2	-0.1	106.2*	0.5

No enrichment for hits; overall some 4.6% were active at least once.
